# 14-3-3 PPI: 14-3-3 gamma protein interaction modulation | P61981 | FP, 14-3-3gamma / TMR-pS259-Raf peptide binding | inhibition, % at 40 µM | 160,000 tested, 0.19% active; in the data active means inhibition above about 30%;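 further: 0% = protein plus tracer without compound and 100% = blank with tracer alone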
# Target sequence (P61981 whole entry, looked up): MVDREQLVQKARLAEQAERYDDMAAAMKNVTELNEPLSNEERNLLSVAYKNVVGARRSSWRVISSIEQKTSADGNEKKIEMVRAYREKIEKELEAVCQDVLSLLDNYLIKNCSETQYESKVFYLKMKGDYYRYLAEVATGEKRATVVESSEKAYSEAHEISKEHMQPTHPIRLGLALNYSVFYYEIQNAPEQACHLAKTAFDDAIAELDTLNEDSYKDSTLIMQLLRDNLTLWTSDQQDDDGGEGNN
# * hit, by the source's call; & = joins results of further samples. An excerpt; count on the stated rates, not on these rows.
SMILES,14-3-3 PPI
O=C(c1ccccc1)c1ccc(C(=O)N2CCOCC2)cc1,3
Cc1occc1C(=O)N(Cc1ccccc1)Cc1ccccc1,-7
CCCC(=O)c1ccc(N2CCN(S(=O)(=O)c3ccccc3)CC2)c(F)c1,-1
COC(=O)C(O)(CC(=O)c1ccc(C(C)C)cc1)C(F)(F)F (stereo not given),-4
COc1ccc(Oc2c(C(F)(F)F)oc3c(CN4CCCCC4)c(O)ccc3c2=O)cc1,0
Cc1ccc(N(CC(=O)Nc2ccc3c(c2)OCCO3)S(=O)(=O)c2c(C)noc2C)cc1,-1
COC(=O)c1c(NC(=O)c2ccccc2Br)sc2c1CCC2,-74
CCc1ccccc1NC(=O)c1ccc(F)c(S(=O)(=O)N(C)Cc2ccccc2)c1,0
CCOC(=O)c1nnn(-c2nonc2N)c1-c1cccc2ccccc12,6
COC(=O)c1nn2c(C(F)(F)F)cc(-c3ccccc3)nc2c1Cl,-7
CCCCNC(=O)c1ccc2c(c1)[nH]c(=S)n1c3ccccc3nc21,0
CCCCOc1ccc(C(C)NC(=O)CC2Sc3ccccc3NC2=O)cc1 (stereo not given),-1
O=[N+]([O-])c1ccc(C2Nc3ccc(Cl)cc3C(c3ccccc3)O2)cc1 (stereo not given),-6
COc1cccc(NC(=O)CSc2nc3c([nH]c4ccccc43)c(=O)n2C)c1,-4
CCOC(=O)c1cccc(C(=O)Oc2ccc(Br)cc2)n1,-3
COc1ccc(C(=O)Nc2nccs2)cc1OC,0&-23
O=S(=O)(NCc1cccnc1)c1cc(Cl)ccc1Cl,1
CCOC(=O)CNc1ncnc2nc[nH]c12,5
Nc1ncnc(Nc2ccc(Oc3ccccc3)cc2)c1[N+](=O)[O-],-4
CCOC(=O)c1ccc(NS(=O)(=O)N2CCCCCC2)cc1,-4
Cc1ccc(NC(=O)CSC2=C(C#N)C(c3ccc4c(c3)OCO4)C3=C(CCCC3=O)N2)c(C)c1 (stereo not given),-3
CC(C)NC(=O)c1ccc2c(c1)N(Cc1ccccc1)C(=O)c1ccccc1S2,-3
Nc1ccccc1-c1nnc(SCc2ccccc2Cl)[nH]c1=O,-16
COc1ccc(-c2nnc(SCc3ccc([N+](=O)[O-])cc3)n2-c2ccccc2)cc1,7
CCOC(=O)c1c(C)oc2ccc(OCC(=O)N(CC)CC)cc12,-5

# A stretch of the results above:
SMILES,14-3-3 PPI
Nc1ncnc(Nc2ccc(Oc3ccccc3)cc2)c1[N+](=O)[O-],-4
CCOC(=O)c1ccc(NS(=O)(=O)N2CCCCCC2)cc1,-4
Cc1ccc(NC(=O)CSC2=C(C#N)C(c3ccc4c(c3)OCO4)C3=C(CCCC3=O)N2)c(C)c1 (stereo not given),-3
CC(C)NC(=O)c1ccc2c(c1)N(Cc1ccccc1)C(=O)c1ccccc1S2,-3
Nc1ccccc1-c1nnc(SCc2ccccc2Cl)[nH]c1=O,-16
COc1ccc(-c2nnc(SCc3ccc([N+](=O)[O-])cc3)n2-c2ccccc2)cc1,7
CCOC(=O)c1c(C)oc2ccc(OCC(=O)N(CC)CC)cc12,-5

# The listing continues.
SMILES,14-3-3 PPI
Cc1ccc(NC(=O)c2cc(NC(=O)c3ccco3)ccc2N2CCCCC2)cc1,-2
CS(=O)(=O)N1CCC(C(=O)NC2CCCCCCC2)CC1,-3
COc1ccc(OC)c(C2NC(=O)NC(C)=C2C(=O)OC2CCCCCC2)c1 (stereo not given),-8
CN(C)c1ccc(-c2nc3ccc(Cl)cn3c2Nc2ccc3c(c2)OCO3)cc1,-10
CCCCc1nc(NCCNC(=O)c2ccco2)c(C#N)c2c1CSC(C)(C)C2,-6
O=C(Nc1ccncc1)c1ccccc1O,-6
CCOC(=O)CN1CC23C=CC(O2)C(C(=O)Nc2ccc(F)c(C)c2)C3C1=O (stereo not given),-2
O=C(CCc1ccccc1)Nc1ncc(S(=O)(=O)c2ccc([N+](=O)[O-])cc2)s1,10
Cc1cccc(NC(=O)CSc2nnc(-c3ccccc3Br)o2)c1C,-3
CC(=O)N(c1ccc(F)cc1)c1nc(-c2cc3c(ccc4ccccc43)oc2=O)cs1,-4
Fc1ccc(Cn2cc(C(=S)N3CCCC3)c3ccccc32)cc1,-34
O=C1c2[nH]nc(-c3ccccc3)c2C(c2ccc3c(c2)OCO3)N1c1ccccc1 (stereo not given),-8
Cc1ccccc1CSc1nc2ccccc2c(=O)n1CC1COc2ccccc2O1 (stereo not given),2
Cc1ccccc1N1OC2C(=O)N(c3ccccc3)C(=O)C2C1c1ccc(N(C)C)cc1 (stereo not given),0
CC(C)(C)OC(=O)N1CCC(C(=O)N2CCC[C@H]2C(=O)O)CC1,-4
O=C1C2CCCCC2C(=O)N1c1ccc(F)cc1 (stereo not given),-10
O=C(NCCCN1CCCC1=O)c1ccc2c(=O)n(CCc3c[nH]c4ccccc34)c(=S)[nH]c2c1,-9
CCOc1cccc2cc(C(=O)Nc3ccccc3)c(=O)oc12,4
CCOC(=O)c1ccc(N2C(=O)CC(N3CCN(c4ccccc4Cl)CC3)C2=O)cc1 (stereo not given),-29
CCCS(=O)(=O)N1CCCC(C(=O)NC2CCCC(C)C2C)C1 (stereo not given),-5&-4
CC[n+]1c(C=CN(C)c2ccccc2)sc2cc(NC(C)=O)ccc21,-258
CCOC(=O)c1cc2c(=O)n3ccccc3nc2n(CC2CCCO2)c1=NC(=O)c1ccc(C(C)(C)C)cc1 (stereo not given),-3
CC1CCN(S(=O)(=O)c2ccc3ncn(CC(=O)N4CCCCC4C)c(=O)c3c2)CC1 (stereo not given),-9
O=C(COc1ccc(-c2nnc(NCc3ccccc3)c3ccccc23)cc1)N1CCCCC1,-4
CCOC(=O)c1cc2c(n(-c3ccc(C)cc3)c1=O)CC(C)(C)CC2=O,-7
# Other compounds follow:
SMILES,14-3-3 PPI
Cc1ccc(Cl)cc1NC(=O)CCn1cccc1,-1
Cc1ccc(-c2nsc3c(N4CCC(C(N)=O)CC4)ncnc23)cc1,-11
CCNc1nc(N)nc(Oc2ccc(C(=O)OCC)cc2)n1,8
COc1ccc(Cl)cc1Nc1ncnc2sc3c(c12)CCCC3,-7
Cc1cccc(OCC(=O)N2CCN(S(=O)(=O)c3ccc4ccccc4c3)CC2)c1,-7
CCN(CC)CCCC(C)Nc1ccnc2cc(Cl)ccc12 (stereo not given),1
CN(C(=O)c1cc(-c2ccc3c(c2)OCO3)on1)c1ccccc1,-1
O=C(O)CCCCCN1C(=O)C2CC=CCC2C1=O (stereo not given),4
CCOC(=O)c1c(C)nn(Cc2cccc(Cl)c2)c1N,-5
O=C(CSc1nc2ccsc2c(=O)n1-c1ccccc1)N1CCCC1,-4&11
CCCC12CN3CC(C)(CN(C1)C3c1ccc(O)c(OC)c1)C2=O (stereo not given),-3
COc1ccc(NC(=O)COc2cccc(Cl)c2)c([N+](=O)[O-])c1,1
CCN(c1ccccc1)c1nc2ccsc2c(=O)s1,-4&-2
O=C(O)C1CC=CCC1C(=O)Nc1cccc(F)c1 (stereo not given),-3
CC1CC(C)CN(S(=O)(=O)c2ccc(Sc3ccc(Br)cc3)c(C(=O)O)c2)C1 (stereo not given),-5
CCOC(=O)c1cccc(NC(=O)CSc2nc(N)cc(N)n2)c1,-1
O=C(NCCCN1CCCCCC1)C1CCN(S(=O)(=O)c2cccc3nonc23)CC1,-35
CC(C)CC1(C)NC(=S)N(c2ccccc2)N1 (stereo not given),-5
COc1cccc2cc(C(=O)Nc3ccccc3F)c(=Nc3sc4c(c3C(N)=O)CCCC4)oc12,-14
C=C1N(c2ccc(C)cc2)C(=O)OC1(C)C,-5
CCCOC(=O)c1ccc(NC(=O)c2cnccn2)cc1,-15&-52
O=C(Nc1ccc(NC(=O)c2ccc(Br)cc2)cc1)c1ccncc1,-10
O=C(Nc1cccc2c1C(=O)c1ccccc1C2=O)c1ccc(Cl)s1,0
CCN(CC)S(=O)(=O)c1ccc2oc(C(=O)Nc3cccc(Cl)c3C)c(C)c2c1,-2
CCOc1ccc(CN2CCN(Cc3c[nH]c4ccccc34)CC2)cc1,-2
# Continuation:
SMILES,14-3-3 PPI
Cn1nc(C(=O)NCc2ccccc2)c2ccccc2c1=O,-7
CCOc1ccc(Nc2nc(Cc3nnc(SCC(=O)NCc4ccco4)n3CC)cs2)cc1,-13
Cc1cccc(NC(=O)CSc2nnc3c(n2)-c2cccc4cccc-3c24)c1C,-50
CCOC(=O)c1sc(NC(=O)c2cccc([N+](=O)[O-])c2)c(C(=O)OCC)c1C,-20
CCCN(CCC)C(=O)c1ccccc1NC(=O)c1cccs1,-7
CC(NC(=O)OC(C)(C)C)C(=O)Oc1ccc2ccc(=O)oc2c1 (stereo not given),-12
COC(=O)c1sc(=S)n(-c2cc(F)ccc2F)c1N,-9
O=C(Nc1ccc2oc(-c3ccc4ccccc4c3)nc2c1)c1ccccc1F,-6
O=C(Nc1nnc(COc2ccc(F)cc2)s1)c1ccco1,-20
CC1(C)C(=O)C2(CCCCC2)C(=O)OC1c1ccc(O)cc1 (stereo not given),-1
COc1ccc(NC(=O)Cn2c(=O)n(Cc3ccc4c(c3)OCO4)c(=O)c3ccccc32)cc1,-4
Cc1ccc(C)c(N2CCN(S(=O)(=O)c3cnc[nH]3)CC2)c1,-4
CN(C)S(=O)(=O)c1ccc(S(=O)(=O)N(Cc2ccco2)Cc2ccccc2Cl)cc1,1
O=C1C(Sc2nc3ccccc3o2)=C(Sc2nc3ccccc3o2)C(=O)N1c1ccccc1,-56
O=C(Oc1ccc(Br)cc1)c1cccc([N+](=O)[O-])c1,-2
O=C(c1cccc(F)c1)N1CCN(c2cccc(Cl)c2)CC1,2
COc1cccc(C(O)c2nc3ccccc3n2C(C)C)c1OC (stereo not given),-1
Cc1[nH]nc(SCC(=O)Nc2ccc(C#N)cc2)c1[N+](=O)[O-],-253
Cc1ccc(-c2nc(-c3ccncc3)no2)cc1Cl,-13
CCC(=O)N1c2ccccc2-c2nnc(SC)nc2OC1c1ccccc1F (stereo not given),1
CCOC(=O)c1cccc(NC(=O)C(NS(=O)(=O)c2ccc3c(c2)CCN3C(C)=O)C(C)C)c1 (stereo not given),-2
O=C(CCN1C(=O)COc2ccccc21)NCc1cccnc1,1
COc1ccc2[nH]c(C)c(CN3CCCC3)c(=O)c2c1,1
N#Cc1c(NC(=O)c2cccc(S(=O)(=O)Nc3ccccc3)c2)sc2c1CCCC2,-47
COc1ccc(N2C(=O)CSC2c2ccccc2[N+](=O)[O-])cc1Cl (stereo not given),-2

# Sorted by molecular weight (smallest number first): 6 of the compounds above.
SMILES,14-3-3 PPI
CCOC(=O)CNc1ncnc2nc[nH]c12,5
O=C(O)C1CC=CCC1C(=O)Nc1cccc(F)c1 (stereo not given),-3
CCOC(=O)c1nnn(-c2nonc2N)c1-c1cccc2ccccc12,6
COC(=O)c1nn2c(C(F)(F)F)cc(-c3ccccc3)nc2c1Cl,-7
COc1ccc(-c2nnc(SCc3ccc([N+](=O)[O-])cc3)n2-c2ccccc2)cc1,7
O=C1C(Sc2nc3ccccc3o2)=C(Sc2nc3ccccc3o2)C(=O)N1c1ccccc1,-56

# Continued.
SMILES,14-3-3 PPI
COC(=O)CSc1nc2c(c(=O)[nH]1)C(C1CCCC1)Cc1ccccc1-2 (stereo not given),-5
CCn1nccc1C(=O)Nc1ccc(Cl)cc1Cl,3
O=C(COc1ccc(Cl)cc1)Nc1ccccc1C(=O)O,4
O=C(Nc1ccc(Cl)cc1C(=O)NCCN1CCOCC1)c1ccco1,1
O=C1CC(c2ccco2)c2ccc3ccccc3c2N1 (stereo not given),-6
O=C(Nc1cccc2ccccc12)c1ccccc1I,3
CCOc1ccc(-n2c(=O)c3sccc3n(CC(=O)Nc3ccc(OC)c(Cl)c3)c2=O)cc1,-2
CCN1C(=O)NC2C1NC(=O)N2CC (stereo not given),1
O=C(c1cnn2c1NC(c1cccs1)CC2C(F)(F)F)N1CCN(C(c2ccccc2)c2ccccc2)CC1 (stereo not given),7
CC1CCN(C(=O)CSc2nc3c([nH]c4ccccc43)c(=O)n2-c2ccc([N+](=O)[O-])cc2)CC1,-7
CCOC(=O)C(O)(c1ccc(N(C)C(C)=O)cc1)C(F)(F)F (stereo not given),3
Cn1c(=O)c2nc3c(nc2n(C)c1=O)[nH]c1ccccc13,8
COc1ccc(CCn2c(=S)[nH]c3cc(OC)c(OC)cc3c2=O)cc1OC,-11
COc1ccc(-c2nnc3n2N=C(C(C)(C)C)CS3)cc1,-3
CN(C)CCN1C(=O)C(=O)/C(=C(/O)c2ccc(Cl)cc2)C1c1ccncc1 (stereo not given),2
Cc1ccc(S(=O)(=O)NC(CC(=O)O)c2ccc(F)cc2)cc1 (stereo not given),-12
COc1ccc(S(=O)(=O)N2CCC(C(=O)Nc3ccc(C(F)(F)F)cc3)CC2)cc1,-7
COc1ccc2[nH]c3nc(SC(C)C)nnc3c2c1,-7
CCn1cc(C(=O)Nc2cc(C)ccc2OC)c(=O)c2ccc(C)nc21,1
O=C(c1ccc(Cn2c(=S)[nH]c3ccc(N4CCOCC4)cc3c2=O)cc1)N1CCC(N2CCCCC2)CC1,-2
CCCc1nc(SCC(=O)NCc2ccc3c(c2)OCO3)c2c(=O)n(C)c(=O)n(C)c2n1,-8
O=C(Nc1ccc(F)cc1)c1ccccc1CCc1ccccc1,-1
O=C(CSc1nc2sc3c(c2c(=O)[nH]1)CCCC3)NCCN1CCOCC1,-1
Cc1cccc(NC(=O)c2cc3ccccc3c(=O)o2)n1,-1
CCc1ccccc1S(=O)(=O)Cc1ccc(C(=O)N2CCN(c3ccccc3OC)CC2)o1,0
CC(=O)c1ccc(OCC(O)CN2CCN(Cc3ccccc3)CC2)cc1 (stereo not given),-1
O=C(NC(C(=O)c1ccccc1)N1CCOCC1)c1cccs1 (stereo not given),-2
COc1ccc(C(=O)O)cc1S(=O)(=O)NCCCN1CCCC1=O,3
CCc1nc(CNC(=O)c2cc(OC)c(OC)c(OC)c2)no1,-1
COc1cccc2c1OC1(CCCCC1)N1N=C(c3ccc(C)o3)CC21 (stereo not given),-231

# Another view of some results above:
14-3-3 PPI,SMILES
-258,CC[n+]1c(C=CN(C)c2ccccc2)sc2cc(NC(C)=O)ccc21
-3,CCOC(=O)c1cc2c(=O)n3ccccc3nc2n(CC2CCCO2)c1=NC(=O)c1ccc(C(C)(C)C)cc1 (stereo not given)
-9,CC1CCN(S(=O)(=O)c2ccc3ncn(CC(=O)N4CCCCC4C)c(=O)c3c2)CC1 (stereo not given)
-4,O=C(COc1ccc(-c2nnc(NCc3ccccc3)c3ccccc23)cc1)N1CCCCC1
-7,CCOC(=O)c1cc2c(n(-c3ccc(C)cc3)c1=O)CC(C)(C)CC2=O

# From PubChem BioAssay
